High-throughput results as filed in PubChem.
MITF inh: MITF inhibitors, primary screen, biochemical, AlphaScreen, human; Microphthalmia-associated transcription factor (Homo sapiens), O75030; AlphaScreen MITF homodimerization, bead proximity signal; inhibition, % at 2.6 µM; actives 0.91% (n = 650,000); in the data active means inhibition above about 50%;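 further: 0% = vehicle wells with protein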
TEAD-YAP block: TEAD-YAP interaction inhibition, primary screen, TEAD-YAP interaction inhibitor project, luminescence, HEK-TIYL cells. TEAD-Gal4/YAP UAS-luciferase luminescence. inhibition, % at 9.12 µM. actives 1.4% (n = 640,000); in the data active means inhibition above about 32%;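 further: 0% = median of test compound wells and 100% = reference inhibitor wells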
FBW7 activator: FBW7 E3 ligase activators, primary screen, biochemical, AlphaScreen, human; AID 1259310, 2017; actives 0.13% (n = 650,000); normalized activity (activation), % at 26.1 µM; AlphaScreen FBW7–phospho-cyclin E peptide binding, activator screen; F-box/WD repeat-containing protein 7 (Homo sapiens), Q969H0; in the data active means normalized activity above about 1.9%;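 further: purified mutant Fbw7 with reduced substrate affinity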
Target sequence (Q969H0 whole entry, looked up): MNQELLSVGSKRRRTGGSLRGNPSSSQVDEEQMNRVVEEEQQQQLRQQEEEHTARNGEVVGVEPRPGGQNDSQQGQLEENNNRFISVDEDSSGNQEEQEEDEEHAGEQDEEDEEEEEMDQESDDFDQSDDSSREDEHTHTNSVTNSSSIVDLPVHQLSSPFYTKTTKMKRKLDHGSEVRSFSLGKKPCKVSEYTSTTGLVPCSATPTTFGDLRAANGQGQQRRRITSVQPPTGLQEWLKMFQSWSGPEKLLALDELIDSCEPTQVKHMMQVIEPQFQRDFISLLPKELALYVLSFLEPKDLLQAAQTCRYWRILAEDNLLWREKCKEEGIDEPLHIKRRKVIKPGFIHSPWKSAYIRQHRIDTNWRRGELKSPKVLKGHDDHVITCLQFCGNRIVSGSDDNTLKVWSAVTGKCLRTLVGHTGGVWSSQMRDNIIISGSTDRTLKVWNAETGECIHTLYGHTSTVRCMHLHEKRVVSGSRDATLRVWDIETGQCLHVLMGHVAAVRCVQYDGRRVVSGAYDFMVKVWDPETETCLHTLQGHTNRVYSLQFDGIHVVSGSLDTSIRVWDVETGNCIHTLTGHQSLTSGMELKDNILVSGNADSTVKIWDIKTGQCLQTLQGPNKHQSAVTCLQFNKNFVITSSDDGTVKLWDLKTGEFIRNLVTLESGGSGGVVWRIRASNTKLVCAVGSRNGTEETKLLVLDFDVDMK
GPR151 activ: activators of human GPR151, primary screen, cell-based, PathHunter beta-arrestin, luminescence | G-protein coupled receptor 151 (Homo sapiens), Q8TDV0 | PathHunter beta-arrestin GPR151 cells | activation, % at 11.2 µM | actives 1% (n = 650,000); in the data active means activation above about 4.9%;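 further: 0% = median of compound wells and 100% = cells with positive control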
Active calls of the source: *; · = not tested or not shown.

SMILES | MITF inh | TEAD-YAP block | FBW7 activator | GPR151 activ
Cc1[nH]c(-c2ccc(F)cc2)cc1C(=O)N1CCCC1 | 2 | -6 | -0.2 | 4.6
O=C(NCCCN1CCN(c2ccc(Cl)cc2)CC1)Nc1ccc(F)cc1 | -7 | -9 | -0.3 | 0.5
Cc1ccc2[nH]cc(CCNC(=O)c3ccccc3)c2c1 | 20 | -7 | 0.9 | 0.4
FC(F)(F)c1cccc(-c2cnn3c(NCCc4cccnc4)ccnc23)c1 | 17 | -26 | 0.0 | -0.9
COC(=O)C1=C(C)N(c2ccc(OC)cc2)C(C)=C(C(=O)OC)C1c1ccccc1 | 10 | -18 | -0.1 | -0.3
O=C1OC(OC(=O)c2ccccc2)C(Nc2ccccc2)=C1Cl (centres undefined) | -2 | -1 | 0.0 | -1.7
COc1ccc(/C=N/N=C2\CC3CCC2(C)C3(C)C)cc1O (centres undefined) | 4 | -2 | 0.1 | 1.8
Cc1ccc(C(=O)CSc2nnc(-c3ccccc3N)n2C)cc1 | -4 | -10 | 0.0 | 5.9*
Cc1ccc(-c2nnc(CCC(=O)NCc3ccsc3)o2)s1 | -21 | -23 | -0.1 | -0.5
CC(=O)c1cccc(NS(=O)(=O)c2c(Cl)cccc2Cl)c1 | -8 | -4 | 0.0 | 0.1
CC(C)(C)c1ccc(-c2nc3cc(NC(=O)c4cc([N+](=O)[O-])ccc4Br)ccc3o2)cc1 | -6 | 3 | -0.1 | 0.0
COCCNC(=O)CN(CCC(C)C)C(=O)Cn1nnc2ccccc21 | 4 | 13 | 0.2 | -0.8
COC(=O)c1sccc1S(=O)(=O)N1CCCC(N2CCOCC2)C1 (centres undefined) | 5 | 7 | 0.1 | -0.4
OCCC1CN(Cc2cccn2-c2nccs2)CCN1CCc1ccccc1 (centres undefined) | 7 | -4 | 0.0 | 1.5
COc1ccc(C)cc1S(=O)(=O)N1CCN(c2cccc(Cl)c2)CC1 | -6 | 1 | -0.1 | -0.6
Cc1nc(NCCNC(=O)c2cccs2)cc(-n2cccn2)n1 | -18 | 8 | 0.2 | 0.7
Cc1cccc(-c2ncc(CN3CCN(C4CCN(C(C)C)CC4)C(CCO)C3)cn2)c1 (centres undefined) | -10 | -10 | 0.1 | 1.0
CNC(=O)c1ccc(Nc2nnc(-c3ccc(C)c(S(=O)(=O)NC(C)(C)C)c3)c3ccccc23)cc1 | -5 | 14 | -0.1 | 0.6
CCOc1cc(CN2CCOc3ccc(C(C)(O)CN(C)C)cc3C2)ccc1OC (centres undefined) | 5 | 2 | -0.2 | 0.7
COCCN1C(=O)C(O)=C(C(C)=O)C1c1ccc(Cl)cc1 (centres undefined) | 8 | -4 | -0.2 | 1.0
Nc1ccccc1-c1nnn(CC(=O)NCc2ccccc2)n1 | -8 | -7 | 0.0 | 0.4
Cc1ccc(-n2c(C)cc(C)c(C#N)c2=O)cc1 | -9 | -6 | 0.0 | 2.8
CCOC(=O)c1cnc2c(OC)cccc2c1Nc1ccc(C)c(F)c1 | 10 | 3 | 0.2 | 0.5
COc1ccccc1-n1c(SCCc2ccccc2)nc2sc3c(c2c1=O)CC(C)(C)OC3 | -1 | -11 | -0.2 | 0.8
CC1CCCC(N2CCN(c3ncccn3)CC2)C1 (centres undefined) | 6 | 8 | 0.7 | 1.0

A second format for some results above:
Values run as follows: MITF inh | TEAD-YAP block | FBW7 activator | GPR151 activ
- Cc1[nH]c(-c2ccc(F)cc2)cc1C(=O)N1CCCC1
 : 2 | -6 | -0.2 | 4.6
- O=C(NCCCN1CCN(c2ccc(Cl)cc2)CC1)Nc1ccc(F)cc1
 : -7 | -9 | -0.3 | 0.5
- Cc1ccc2[nH]cc(CCNC(=O)c3ccccc3)c2c1
 : 20 | -7 | 0.9 | 0.4
- FC(F)(F)c1cccc(-c2cnn3c(NCCc4cccnc4)ccnc23)c1
 : 17 | -26 | 0.0 | -0.9

New compounds follow:
SMILES | MITF inh | TEAD-YAP block | FBW7 activator | GPR151 activ
O=C(CSC1=NCCS1)Nc1ccc(Sc2ccc(NC(=O)CSC3=NCCS3)cc2)cc1 | -4 | -7 | 0.7 | 0.5
Oc1ccc(Br)cc1/C=N/Nc1nccnc1Cl | 34 | -22 | 0.0 | -2.3
CCCc1cc(=O)[nH]c(SCC(=O)NC(C)C)n1 | 10 | 1 | 0.6 | -1.1
CC(=O)Nc1cccc(NC(=O)c2cc(-c3ccncc3)nc3ccc(Cl)cc23)c1 | -13 | 9 | -0.1 | -2.6
CS(=O)(=O)c1cnc2ncnn2c1C1CCCN(C(=O)c2ccncc2)C1 (centres undefined) | 4 | -1 | -0.1 | -0.2
COCCCNc1nc(CN2C[C@@H](C)O[C@@H](C)C2)nc2ccc(C)cc12 | -3 | 0 | -0.1 | 0.4
Cc1ccccc1NC(=O)C1CCN(C(=O)N2CC(C)Oc3ccc(Cl)cc32)CC1 (centres undefined) | 3 | 0 | 0.0 | -3.6
Cc1cccc(-n2c(=O)[nH]c3c(C(N)=O)nc(-c4ccc(F)cc4)nc32)c1 | -4 | -16 | -0.3 | -0.6
O=C(COC(=O)c1cccc(NC(=O)c2ccccc2Br)c1)c1cccc([N+](=O)[O-])c1 | -4 | 8 | 0.0 | 3.9
CC1=NNC(=O)C1CCC(=O)N/N=C\c1cccc(Oc2ccccc2)c1 (centres undefined) | -8 | 4 | 0.3 | -0.4
C#CCCCO/N=C1\C[C@@H](O)[C@@H](O)[C@@H]2[C@@H]3C(=O)N(CC)C(=O)[C@@H]3CC[C@@H]12 | -13 | · | -0.1 | 0.4
Cc1ncn(-c2ccc(Nc3cc(-c4cnn(CCc5ccccc5)c4-c4ccc(F)cc4)ccn3)cc2)n1 | 24 | 34* | 0.2 | -0.3
O=c1cc(CO)oc(CN2CCc3ccccc3C2)c1O | 19 | -4 | 0.0 | -0.2
COCCN(CCOC)S(=O)(=O)c1ccc(C(=O)N=c2sc3ccccc3n2C)cc1 | 4 | -5 | 0.1 | 0.4
CNC(=O)c1ncccc1Nc1cc(Nc2ccc3c(c2)NC(=O)C3)ncc1C(F)(F)F | 8 | -8 | 0.1 | -0.7
O=C(CS(=O)(=O)c1c[nH]c2ccccc12)N1CCCCC1 | 15 | 10 | 0.0 | 0.0
CCOc1ccc(C(=O)Nc2ccc(NC(=O)c3ccc(C(C)(C)C)cc3)cc2)cc1[N+](=O)[O-] | 5 | -4 | -0.1 | -0.3
CCCCN(CC)S(=O)(=O)c1ccc2c(c1)CCN2C(=O)C1CC1 | 0 | -13 | 0.1 | -0.8
Cc1c(-c2ccccc2)c(=O)nc(/C=C/c2ccc(O)cc2)n1-c1ccccc1 | -3 | 3 | 0.3 | 0.2
CCN1CCC(N2Cc3cc(C)ccc3OC(c3ccsc3)C2)CC1 (centres undefined) | -11 | 10 | -0.1 | 0.0
COc1ccc(OC)c(S(=O)(=O)N2c3ccccc3CC2C)c1 (centres undefined) | 9 | -6 | -0.1 | -0.4
COc1ccc(-c2nnc(NC(=O)c3cccc(C)c3)s2)c(OC)c1 | 0 | -4 | -0.1 | -0.4
O=C(COc1ccc(Cl)cc1Br)NCc1cccnc1 | 3 | -17 | -0.1 | 1.6
CCOC(=O)c1cnc2c(C)cc(Cl)cc2c1Nc1ccc(OC)cc1 | 6 | 10 | 0.0 | -1.5
CCCCCN1C2=C(C(=O)CC(C)(C)C2)C(c2cccc(Cl)c2)C2=C1CC(C)(C)CC2=O | 3 | -6 | 0.4 | -0.6

The list continues:
SMILES | MITF inh | TEAD-YAP block | FBW7 activator | GPR151 activ
Cc1ccc2nsnc2c1S(=O)(=O)N1CCOCC1 | 22 | -2 | 0.4 | -1.9
O=C(Nc1ccc2[nH]c(=O)[nH]c2c1)c1cccc([N+](=O)[O-])c1 | 22 | 1 | 0.1 | -0.3
NS(=O)(=O)c1ccc(Nc2nccc(-c3cccc(Nc4ccccc4)c3)n2)cc1 | 1 | 54* | 0.1 | 2.6
Cc1c(NC(=O)c2ccc(OC(F)(F)F)cc2)c(=O)n(-c2ccccc2)n1C | 4 | 4 | -0.1 | 1.5
COc1ccc(COC(=O)C2=C(C)NC(=O)NC2c2ccc3c(c2)OCO3)cc1 (centres undefined) | -7 | 8 | 0.0 | 3.6
CCc1nc2c(cnn2-c2ccccc2)c2nncn12 | -2 | 6 | 0.5 | 1.0
Cc1c(Br)c(C(F)(F)F)nn1CC(=O)NCc1ccc(Cl)cc1 | 0 | 11 | 0.0 | 1.2
CC(=O)CSc1nc2ccccc2n1-c1ccccc1 | -1 | 8 | 0.0 | 0.4
COC(=O)C1CCN(C(=O)/C(=C\c2ccccc2)c2ccccc2)CC1 | -2 | 0 | -0.1 | 0.9
O=C(N/C(=C/c1ccco1)C(=O)N1CCCCC1)c1ccc([N+](=O)[O-])cc1 | -3 | -14 | -0.1 | 1.4
Cc1nc(NC(=O)COc2ccc(Cl)cc2Cl)sc1C | 7 | 74* | -0.3 | -7.3
O=C1c2ccc([N+](=O)[O-])cc2C(=O)N1c1ccc(N2C(=O)C3C4CCC(C4)C3C2=O)cc1 (centres undefined) | 10 | 8 | 0.1 | 1.1
O=C(Nc1cccc(Cl)c1)c1ccc(F)c(S(=O)(=O)N2CCCc3ccccc32)c1 | 13 | 14 | 0.2 | 0.0
O=C1C2C3C=CC(C4CC34)C2C(=O)N1/N=C/c1c[nH]c2ccccc12 (centres undefined) | -2 | -17 | 0.0 | 2.5
CCOC(=O)N1CCN(C(=O)c2ccc(N3CC4CC(C3)c3cccc(=O)n3C4)c(NC(=O)/C=C/c3ccccc3)c2)CC1 (centres undefined) | -3 | -9 | -0.1 | 1.4
Cn1c(=O)c2c(nc(S(C)(=O)=O)n2C)n(C)c1=O | 8 | 6 | 0.5 | 0.0
COc1ccc(-c2nsc(SCC(=O)Nc3ccc(C(C)=O)cc3)n2)cc1 | 7 | 3 | 0.0 | -0.8
COc1ccc(NC(=O)c2cc3n(n2)C(C(F)(F)F)CC(c2ccc4c(c2)OCO4)N3)cc1 (centres undefined) | 23 | -1 | 0.1 | -1.3
O=C(CSc1ccccc1C(=O)O)Nc1cccc(C(F)(F)F)c1 | 0 | 17 | -0.1 | -0.5
Nc1cccc(-c2nc(NCc3nc4ccccc4[nH]3)c3ncn(CCN4CCCC4=O)c3n2)c1 | -5 | -3 | -0.3 | 2.5
Cn1cccc1/C=N/Nc1c(Cl)cncc1Cl | 9 | -1 | -0.1 | -0.3
Cn1c(SCC(=O)Nc2ccc(NC(=O)CC(C)(C)C)cc2)nnc1-c1ccncc1 | 8 | -7 | 0.2 | -1.3
CN(C)CC(C)(O)c1ccc2c(c1)CN(C(=O)CN1CCOc3ccccc3C1)CCO2 (centres undefined) | -25 | -4 | 0.1 | -0.1
CC1CCN(C(=O)CN(Cc2ccc(Cl)cc2)S(C)(=O)=O)CC1 | 1 | -1 | 0.1 | 2.8
COC(=O)C1=CN(C(C)C)C=C(C(=O)OC)C1c1cccc(F)c1 | -29 | -2 | 0.2 | 0.5
O=C(Nc1cccc(Cl)c1)N1CCN(c2ncc(C(F)(F)F)cc2Cl)CC1 | 2 | -2 | 0.0 | -0.4
CCCS(=O)(=O)N1CCCc2ccc(NC(=O)NC3CCCCC3)cc21 | -4 | -4 | -0.3 | 0.1
COc1ccc(Cl)cc1S(=O)(=O)N1c2ccccc2CC1C (centres undefined) | 13 | 17 | 0.0 | 0.9
CCn1c(C(=O)N2CCC(C(=O)NCc3cccs3)CC2)cc2sccc21 | -9 | 1 | 0.1 | -0.2
CC(=O)CC(=O)Nc1cccc([N+](=O)[O-])c1 | 0 | 2 | 0.0 | -0.8

Entries of single compounds as entered above. Values in the order: MITF inh | TEAD-YAP block | FBW7 activator | GPR151 activ
CCCS(=O)(=O)N1CCCc2ccc(NC(=O)NC3CCCCC3)cc21 in the list: -4 | -4 | -0.3 | 0.1
COC(=O)C1=CN(C(C)C)C=C(C(=O)OC)C1c1cccc(F)c1 in the list: -29 | -2 | 0.2 | 0.5
CC(=O)CC(=O)Nc1cccc([N+](=O)[O-])c1 in the list: 0 | 2 | 0.0 | -0.8
Cn1cccc1/C=N/Nc1c(Cl)cncc1Cl in the list: 9 | -1 | -0.1 | -0.3
CN(C)CC(C)(O)c1ccc2c(c1)CN(C(=O)CN1CCOc3ccccc3C1)CCO2 (centres undefined) in the list: -25 | -4 | 0.1 | -0.1
